HTRA1 inh = HTRA1 serine protease inhibitors, primary screen, biochemical, fluorescence polarization, HTS; 340,000 compounds, 0.5% hits; inhibition, % at 5.96 µM; recombinant HTRA1, FP-rhodamine activity-based probe; Q92743; in the data active = inhibition above about 36%;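 note: 0% = enzyme with DMSO and 100% = wells lacking enzyme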
Target sequence (Q92743 whole entry, looked up): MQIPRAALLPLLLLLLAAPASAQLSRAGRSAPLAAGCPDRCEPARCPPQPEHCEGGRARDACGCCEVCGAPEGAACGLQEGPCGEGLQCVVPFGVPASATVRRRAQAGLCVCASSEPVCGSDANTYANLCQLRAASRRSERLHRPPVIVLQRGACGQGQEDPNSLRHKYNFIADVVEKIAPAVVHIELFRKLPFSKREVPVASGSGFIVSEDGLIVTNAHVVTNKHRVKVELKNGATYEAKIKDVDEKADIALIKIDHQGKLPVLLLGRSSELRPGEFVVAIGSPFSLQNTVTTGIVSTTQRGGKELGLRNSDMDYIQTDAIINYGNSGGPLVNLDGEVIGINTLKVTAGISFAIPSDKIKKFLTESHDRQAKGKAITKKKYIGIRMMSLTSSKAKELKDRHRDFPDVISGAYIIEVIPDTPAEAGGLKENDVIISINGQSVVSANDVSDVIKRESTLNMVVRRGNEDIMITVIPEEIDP
UHRF1 binding = UHRF1 methylated DNA binding inhibitors, primary screen, counter-screen for MBD2 inhibitor project, biochemical, TR-FRET, human UHRF1, single concentration. UHRF1 binding to methylated oligo. 370,000 compounds, 0.75% hits. inhibition, % at 4.4 µM. E3 ubiquitin-protein ligase UHRF1 (Homo sapiens), Q96T88. AID 687016, 2013; in the data active = inhibition above about 21%;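 note: UHRF1 SRA domain binding a hemimethylated CpG hairpin DNA probe; 0% = median of test compound wells and 100% = reference inhibitor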
PG9 Ab binder = binders of HIV-1 gp120 antibody PG9, primary screen, biochemical, TR-FRET. HIV-1 gp120 / PG9 antibody interaction. TR-FRET gp120-PG9 antibody binding. inhibition, % at 6.7 µM. 360,000 compounds, 0.43% hits; in the data active = inhibition above about 8.5%
Rev-erbA mod = modulators of Rev-erb alpha DNA binding, primary screen, biochemical, FITC-DNA, fluorescence polarization, uHTS; AID 1259318, 2017; activity, % at 10 µM; 370,000 compounds, 0.79% hits; Nuclear receptor subfamily 1 group D member 1 (Homo sapiens), P20393; Rev-erbα–FITC-DNA binding, 90 min;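 active = activity above about 14%, limit read from the data; passing the limit was not always enough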;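 note: 0% = DMSO wells with 35 nM protein and 100% = DMSO wells with 750 nM protein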
rCAG binder = binders of r(CAG) RNA repeats, primary screen, biochemical, fluorescence. r(CAG) RNA repeat, TO-PRO-1 dye displacement fluorescence. inhibition, % at 3 µM. 370,000 compounds, 1.3% hits;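 active = inhibition above the plate cutoff, the mean of all test compounds on that plate plus 3 SD, cut at about 35% in these data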;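 note: 0% = DMSO alone and 100% = 100 µM mitoxantrone as full dye displacement; higher means more dye released from RNA so lower well fluorescence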
LEDGF integ inh = blockers of LEDGF/p75-dependent integrase strand transfer – biochemical, TR-FRET, high throughput, primary screen; TR-FRET IN-LEDGF/p75 DNA integration, Eu/Cy5; inhibition, % at 3.7 µM; HIV-1 integrase (with human LEDGF/p75); AID 743269, 2014; 370,000 compounds, 0.64% hits;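 active = inhibition above the screen-wide mean plus 3 SD, cut at about 13% in these data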;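 note: signal is the Cy5 over europium emission ratio at 671 and 618 nm; 0% = plate median of compound wells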
PRMT1 inh = PRMT1 methyltransferase inhibitors, primary screen, biochemical, fluorescence polarization; 370,000 compounds, 1.3% hits; inhibition, % at 2.79 µM; recombinant PRMT1, activity-based probe fluorescence polarization; AID 652257, 2013; Protein arginine N-methyltransferase 1 (Homo sapiens), Q99873;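 active = inhibition above about 21% made by adding two undisclosed values, limit read from the data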
Target sequence (Q99873 whole entry, looked up): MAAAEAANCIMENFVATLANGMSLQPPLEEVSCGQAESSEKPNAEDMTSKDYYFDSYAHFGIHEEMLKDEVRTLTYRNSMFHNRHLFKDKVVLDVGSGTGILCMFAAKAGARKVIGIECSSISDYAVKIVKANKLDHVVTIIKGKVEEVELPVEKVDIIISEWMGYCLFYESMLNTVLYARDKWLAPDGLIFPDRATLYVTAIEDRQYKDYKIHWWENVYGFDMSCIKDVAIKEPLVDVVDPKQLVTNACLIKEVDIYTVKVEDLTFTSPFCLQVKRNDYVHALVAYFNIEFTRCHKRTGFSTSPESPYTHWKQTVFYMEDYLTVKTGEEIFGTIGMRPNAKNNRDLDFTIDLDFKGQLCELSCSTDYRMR
ABHD4 inh = ABHD4 inhibitors, primary screen, biochemical, fluorescence polarization, mouse; (Lyso)-N-acylphosphatidylethanolamine lipase (Mus musculus), Q8VD66; purified mABHD4, FP-Rh probe fluorescence polarization; inhibition, % at 8.92 µM; 370,000 compounds, 0.54% hits; AID 720543, 2013;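 active = inhibition exceeding the mean over every tested compound plus 3 SD, cut at about 30% in these data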;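 note: 0% = plate median of compound wells and 100% = S159A mutant with DMSO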
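assay system = mABHD4 protein | compound dosing = single nominal dose of 8.92 µM, 0.89% DMSO final | read-out basis = percent inhibition of probe binding, normalized to plate controls | schedule = Enzyme–compound pre-incubation 45 min, then probe 60 min, both 25 °C | detection = fluorescence polarization, excitation 525 nm, emission 598 nm, BODIPY TMR filters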
TCR CD3 inh = inhibitors of human TCR-CD3 interaction, primary screen, biochemical, fluorescence, TAMRA-labeled TCR probe; 360,000 compounds, 0.37% hits; inhibition, % at 9.4 µM; AID 651800, 2012; T-cell receptor (TCR); in the data active = inhibition above about 19%;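 note: recombinant mutant TCR 2C K166C tagged with TAMRA read by polarization; 0% = receptor in buffer alone and 100% = receptor with positive control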
MBD2 inh = inhibitors of MBD2 binding to methylated DNA, primary screen, biochemical, TR-FRET, DNA-binding domain, human | MBD2 binding to methylated oligonucleotide | inhibition, % at 4.4 µM | 370,000 compounds, 0.31% hits | AID 686964, 2013; in the data active = inhibition above about 13%
Numbers without * were called inactive; x = not tested or not shown; & = joins results of further samples.

SMILES	HTRA1 inh	UHRF1 binding	PG9 Ab binder	Rev-erbA mod	rCAG binder	LEDGF integ inh	PRMT1 inh	ABHD4 inh	TCR CD3 inh	MBD2 inh
O=C(Nc1nc2cc3c(cc2s1)OCCO3)c1ccc([N+](=O)[O-])o1	-2	2	-3.9	3	3	-3	5	4	0	-2
Cc1ccc2c(c1)N(CCCC(=O)NCCCN1CCCCC1)C(=O)CO2	1	-3	-0.6	4	3	-1	-5	1	1	-1
Nc1ccc2c(c1)nc(Cc1ccccc1)n2CCO	-3	-3	-2.5	0	-1	-2	2	2	-1	0
O=C(Nc1ccccc1C(=O)N1CCCCC1)c1ccc(Cl)cc1Cl	-1	-3	0.0	-1	1	-3	-5	0	-3	0
CC(C)(C)c1ccc(NNC(=O)C2CCC2)cc1	2	-1	1.9	-3	-1	0	8	-3	-5	3
Cc1ccc(-c2csc(NC(=O)CSc3nnc4c(n3)[nH]c3ccccc34)n2)cc1	-8	0	0.5	2	35*	1	-1	-9	2	-2
O=C(CC(=O)Nc1ccccc1)Nc1ccccc1	5	6	1.5	1	-1	5	7	-12	-7	1
C=CCn1c(NCCO)nc2c1c(=O)n(C)c(=O)n2C	-1	-1	-2.0	-3	-1	-4	-2	7	1	-1
CC(=O)Nc1ccc(S(=O)(=O)N2CCCCC2c2cccnc2)cc1 (stereo not drawn)	0	-3	0.8	-3	-2	1	-1	0	-2	-2
Cc1ccc(SC2=C[C@@]3(O)CC[C@@H](O)[C@@](Sc4ccc(C)cc4)(C2=O)[C@H]3O)cc1	x	-3	1.3	-5	5	-2	9	8	1	-5
COc1ccc(CCNC(=O)C(=O)NCC2OCCN2S(=O)(=O)c2cc(F)ccc2F)cc1OC (stereo not drawn)	-5	-1	-1.1	2	6	-2	4	-5	-7	2
CCN1C(=O)/C(=C/c2cccs2)S/C1=N\S(=O)(=O)c1ccc(C)cc1	4	3	-0.8	-5	1	0	-1	2	5	-2
CCCOc1ccc(C(=O)NCCN2CCOCC2)cc1	5	-2	0.5	-2	0	1	0	0	-2	4
Fc1ccc(-c2cc(-c3nnc4n3CCCCC4)c3ccccc3n2)cc1	-4	5	-0.8	2	1	-2	-1	-1	0	0
Cc1ccc(NC(=O)N2CCC(NC(=O)c3ccco3)CC2)cc1	-4	1	0.1	-1	1	3	-3	1	6	2
CCc1c(-c2ccccc2OC)ncn1Cc1cccc(-c2ccccc2)c1	x	3	0.7	-4	6	-1	3	7	-4	-2
COCCN(CCOC)Cc1cc(=O)oc2cc(C)c(C)cc12	x	-2	0.1	2	2	-1	-2	2	-5	1
O=C(Cc1ccc(Br)cc1)N1CCN(c2ccc(F)cc2)CC1	-1	1	-2.1	-1	2	2	0	-3	1	1
COc1cccc(CNC(=O)CCn2ccc3cc(S(=O)(=O)N4CCC(C)CC4)ccc32)c1	-20	-3	-0.3	2	0	1	-2	-5	-5	4
Cc1cc(NC(=O)CCC(=O)N(c2cccnc2)C(C(=O)NC2CCCC2)c2ccccc2F)no1 (stereo not drawn)	x	0	-3.5	0	-5	-1	-3	-6	2	-1
O=C1CCn2c1c(O)c1ccccc1c2=O	7	-5	0.3	-9	0	4	4	8	-5	-4
CC(NS(=O)(=O)c1ccc(Br)s1)c1ccccc1 (stereo not drawn)	6	-1	-2.1	2	-3	2	-3	-2	-2	-3
COc1cccc(CNc2nc3cc(-c4cccc(OC)c4)sc3c(=O)n2C)c1	x	0	-3.1	-4	7	2	3	-7	2	-1
CCOc1ccc(S(=O)(=O)NCCC(=O)OCC(=O)NC(=O)c2cccn2C)cc1	1	1	-0.8	4	10	5	-4	2	10	1
CN1C(=O)C(N=Nc2ccc([N+](=O)[O-])cc2)SC1=S (stereo not drawn)	-1	3	-4.1	-4	5	-5	14	2	-10	-8
O=C(NCc1cccs1)c1cccc(S(=O)(=O)N2CCCCC2)c1	-3	2	0.1	3	-2	3	2	1	4	1
COCc1[nH]nc2c1C(c1ccc(F)cc1F)C(C#N)=C(N)O2 (stereo not drawn)	6	-5	-1.9	-4	-1	1	1	-1	2	-2
COc1ccc(OCC(=O)NCCNC(=O)c2cccnc2)cc1	1	0	-0.4	2	1	5	0	-5	2	6
O=C(Cn1nnc2ccccc21)Nc1ccc([N+](=O)[O-])cc1	-5	-5	-0.3	-3	1	0	0	4	1	1
CC(=O)c1ccccc1NCC(=O)Nc1ccc(C)cc1	-5	-1	0.1	-2	0	4	-1	-4	1	-1

Only PG9 Ab binder, PRMT1 inh and ABHD4 inh, for some of the entries so far:
molecule	PG9 Ab binder	PRMT1 inh	ABHD4 inh
O=C(CC(=O)Nc1ccccc1)Nc1ccccc1	1.5	7	-12
C=CCn1c(NCCO)nc2c1c(=O)n(C)c(=O)n2C	-2.0	-2	7

Going on with the list:
SMILES	HTRA1 inh	UHRF1 binding	PG9 Ab binder	Rev-erbA mod	rCAG binder	LEDGF integ inh	PRMT1 inh	ABHD4 inh	TCR CD3 inh	MBD2 inh
CCOC(=O)C(C(=O)NCc1ccc(C)cc1)c1ncc(C(F)(F)F)cc1Cl (stereo not drawn)	1	0	-0.6	0	-8	-2	1	-5	-2	2
CCOc1ccc(NC(=O)CCCN2C(=O)C(c3ccccc3)Oc3cccnc32)cc1 (stereo not drawn)	-5	0	-1.2	-2	-3	-2	-2	-3	-4	0
O=C(CCCCCn1nnc2ccccc2c1=O)Nc1ccccc1F	4	-2	-0.4	3	2	0	-1	6	-4	4
CC(C(=O)NC(=O)NCc1ccccc1)N1C(=O)c2ccccc2C1=O (stereo not drawn)	6	2	-0.6	4	-3	0	-3	1	-3	-2
COc1ccc(OCC(=O)NCCCCCCNC(=O)COc2ccc(OC)cc2)cc1	2	2	-1.3	2	-13	-2	-2	-4	-1	2
COc1cc2c[n+](C)c3c4ccccc4ccc3c2cc1OC	-13	-5	-0.4	-3	13	4	4	-2	5	66*
O=[N+]([O-])c1ccc(Oc2ccc(OCc3ccccc3)cc2)nc1	-7	0	-0.4	-1	-3	3	0	-8	-4	2
Cc1ccsc1C(=O)NNC(=O)C1C2C=CC(C2)C1C(=O)O (stereo not drawn)	-4	-3	0.3	-3	2	-2	-4	-5	1	0
Cc1[nH]c(=O)nc(SCc2ccc(Cl)c(Cl)c2)c1C#N	-21	3	-2.1	-7	38*	5	-1	-43	4	4
Cc1ccc(C(=O)CN2C(=O)c3ccccc3S2(=O)=O)cc1	2	9	0.7	5	-2	4	8	-6	-8	2

Of the compounds above, these contain a cyano group:
SMILES	HTRA1 inh	UHRF1 binding	PG9 Ab binder	Rev-erbA mod	rCAG binder	LEDGF integ inh	PRMT1 inh	ABHD4 inh	TCR CD3 inh	MBD2 inh
COCc1[nH]nc2c1C(c1ccc(F)cc1F)C(C#N)=C(N)O2 (stereo not drawn)	6	-5	-1.9	-4	-1	1	1	-1	2	-2
Cc1[nH]c(=O)nc(SCc2ccc(Cl)c(Cl)c2)c1C#N	-21	3	-2.1	-7	38*	5	-1	-43	4	4

Following part:
SMILES	HTRA1 inh	UHRF1 binding	PG9 Ab binder	Rev-erbA mod	rCAG binder	LEDGF integ inh	PRMT1 inh	ABHD4 inh	TCR CD3 inh	MBD2 inh
COc1cc2c(cc1OC)C(c1ccc(Br)cc1)CC(=O)N2 (stereo not drawn)	12	1	-0.1	7	-5	2	-1	0	8	-6
O=C(CCC(=O)N1CCSc2ccccc21)NC1CCCCC1	-2	3	0.3	-2	4	3	-4	0	-8	0
CC(C)C(N)c1csc(Nc2cc(Oc3ccccc3)ncn2)n1 (stereo not drawn)	x	-1	0.8	-5	12	1	6	6	-4	3
O=[N+]([O-])c1ccc(CSc2nnc(-c3cccnc3)o2)cc1	10	2	-1.8	-4	-2	0	1	2	-7	-3
COc1ccc(COC(=O)NC2CCN(S(=O)(=O)c3ccc(OC)cc3)CC2)cc1	-10	0	2.8	-3	-5	-1	3	-2	-11	6
Cc1c(Cl)c([N+](=O)[O-])nn1CC(=O)NC(C)c1ccccc1 (stereo not drawn)	5	-1	-1.5	4	-2	-2	-3	-6	5	-3
O=C(CCc1nc2ccccc2c(=O)[nH]1)Nc1nnc(SCc2ccc(Cl)cc2)s1	-2	-4	-0.2	-5	7	1	3	7	-2	5
COc1cccc(OC)c1C(=O)NC(=S)Nc1cc(-c2nc3ccccc3[nH]2)ccc1Cl	-98	-1	6.8	26*	24	-1	2	-107	60*	2
Cc1ccc(S(=O)(=O)N(CC(=O)NCc2ccncc2)Cc2ccc(F)cc2)cc1	-2	-3	0.5	5	-4	3	-1	0	1	3
Cc1ccc(-c2nc(CS(=O)CC(=O)N3CCN(c4ncccn4)CC3)c(C)o2)cc1 (stereo not drawn)	1	2	-0.2	5	2	3	8	-2	-7	-5
COc1ccc(N(CC(=O)Nc2ccc(C)c(C)c2)S(=O)(=O)c2c(C)n[nH]c2C)cc1	-9	-1	0.6	-4	8	0	-1	-1	5	4
COc1cccc(N2CC(O)Cn3c2nc2c3c(=O)n(CCCc3ccccc3)c(=O)n2C)c1 (stereo not drawn)	1	-1	0.0	-4	-4	-1	-1	2	3	0
Cc1cccc(C)c1N(CC(O)Cn1c2ccccc2c2ccccc21)S(C)(=O)=O (stereo not drawn)	-31	0	-0.7	6	3	2	-2	-24	5	-2
CCCCOc1ccc(C(=O)NCC(=O)NNC(=O)C2COc3ccccc3O2)cc1 (stereo not drawn)	-9	-2	-1.3	-3	-2	-4	6	2	-9	-1
O=C(Nc1cccc(C(F)(F)F)c1)c1ccc(N2CCNCC2)c([N+](=O)[O-])c1	x	1	-1.6	6	14	-2	-1	2	2	-5
CN(C)CCOC(c1ccc(Cl)cc1)c1ccccn1 (stereo not drawn)	-1&1	3&-1	-0.1&-0.3	4&7&-1	0&0	-4&0	1&-3	1&-2	2&8	-2&-1
COCCN(C(=O)COC(=O)c1ccc(C)o1)c1c(N)n(Cc2ccccc2)c(=O)[nH]c1=O	0	7	0.2	-1	0	0	3	1	0	-5
COc1cccc(-c2c(-c3cc(OC)cc(OC)c3)n(C)c3ccc(-c4cccc5[nH]ccc45)cc23)c1	11	0	0.9	-5	11	-3	-3	-6	7	3
CCOC(=O)c1ccc(NS(=O)(=O)c2cc3c4c(c2)CCN4C(=O)CC3)cc1	2	0	0.3	7	4	-2	-4	2	5	-2
O=C(O)Cn1c(=O)c2cccn2c2ccccc21	3	-2	-1.0	9	0	2	0	-2	-1	0
CCN(CC)C(=O)c1cccc(NC(=O)C2CCN(C(=O)c3cccs3)CC2)c1	6	1	-0.8	-2	-2	6	-3	0	6	0
Cc1ccc(-c2ccc(C(=O)NCc3ccccc3)o2)c2ccccc12	-75	1	-0.8	0	4	0	4	-36	-1	1
NC(=O)c1cc([N+](=O)[O-])c(Cl)cc1NCc1ccncc1	-1	-3	-0.4	1	5	3	0	5	0	-1
CC1=CC(C)(C)NC(=S)N1c1ccc([N+](=O)[O-])cc1	-1	-2	-1.1	-4	3	1	0	-4	3	-3

Source: PubChem

An excerpt; count on the stated rates, not on these rows.
